# Compound activity as filed in PubChem BioAssay.
# Wnt act = Wnt/beta-catenin pathway activation; AID 743398; activation, % at 9.35 µM; 300,000 tested, 1.2% active; Wnt/beta-catenin reporter cell assay, activator, plate reader; in the data active = activation above about 30%, passing the limit was not always enough; inconclusive = no clear call, values can overlap the other calls;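 also: 0% = neutral control wells and 100% = positive control wells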
# V-ATPase pHluor = regulators of yeast V-ATPase proton transport. response, % at 10 µM. 350,000 tested, 0.37% active. AID 504577. S. cerevisiae, pHLuorin cytosolic pH fluorescence; in the data active = response mostly above about 7.3%, no sharp cut-off; inactive = mostly below about 5.4%; also: actives read high; inactives centre near 0; some compounds called inactive have numbers as strong as hits
# CAL PDZ FP-1 = blocks peptide binding to the human CAL PDZ domain. AID 602252. inhibition, % at 24.9 µM. Q9HD26. 300,000 tested, 0.92% active. purified CAL PDZ, TMR-peptide fluorescence polarization, 1 h;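 active = mean inhibition of at least 30% with at least half of replicates also reaching 30%; inconclusive = no clear call, values can overlap the other calls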;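 also: 0% = DMSO neutral control and 100% = excess unlabeled competitor peptide PRC23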
# Rtt109 HAT inh = blocks Candida albicans Rtt109/Vps75 acetyltransferase activity; inhibition, % at 34.9 µM; 330,000 tested, 0.16% active; Q5AAJ8; purified Rtt109/Vps75, ThioGlo CoA-SH fluorescence, 4 h;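 active = inhibition of at least 50% in every replicate; inconclusive = best replicate reaches 50% inhibition but some replicates fall short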
# MITF TRPM1 HTS = activators of MITF-driven TRPM1 promoter activity in SK-MEL-5 cells. SK-MEL-5 TRPM1-promoter luciferase, 24 h; % of positive control, neutral wells = 0. activation, % at 12.5 µM. 300,000 tested, 0.75% active;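 active = mean activation of at least 80% with every replicate also reaching 80%; inconclusive = mean reaches 80% but some replicate falls short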;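 also: 0% = neutral control wells and 100% = parthenolide positive control wells; values of inactives mirror those of a sister screen read the other way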
# dFosB activator = activators of mouse delta FosB homodimer | purified delta FosB, TAMRA-CDK5 oligo fluorescence polarization; percent of positive-control signal above neutral wells | activation, % at 25 µM | 340,000 tested, 0.99% active | AID 493131;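 active = mean activation above about 17%, with every replicate also reaching it, limit read from the data, passing the limit was not always enough; inconclusive = only one of the two conditions met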;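 also: fluorescence polarization rise as delta FosB binds a TAMRA Cdk5 AP-1 oligo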
# Target sequence (P13346 whole entry, looked up): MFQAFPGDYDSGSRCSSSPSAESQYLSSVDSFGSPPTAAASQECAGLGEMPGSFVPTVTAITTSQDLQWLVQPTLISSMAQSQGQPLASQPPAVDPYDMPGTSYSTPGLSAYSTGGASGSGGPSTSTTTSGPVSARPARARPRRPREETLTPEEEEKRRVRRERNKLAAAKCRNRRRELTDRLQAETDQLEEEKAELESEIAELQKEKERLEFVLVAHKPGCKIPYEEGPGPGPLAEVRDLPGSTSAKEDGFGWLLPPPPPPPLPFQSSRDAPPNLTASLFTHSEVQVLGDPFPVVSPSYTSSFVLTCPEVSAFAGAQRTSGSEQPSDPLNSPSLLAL
# CAL PDZ FP-2 = inhibitors of human CAL PDZ peptide binding; purified CAL PDZ, TMR-peptide fluorescence polarization, 1 h; inhibition, % at 20 µM; 330,000 tested, 0.02% active; AID 504414;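 active = highest replicate inhibition of at least 40%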;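 also: plate controls were DMSO neutral control wells for no effect and unlabeled competitor peptide control wells for full effect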
#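 material = purified tagged CAL PDZ domain construct (CerCALP) | buffer or medium = sodium phosphate/NaCl buffer pH 7.4 with TCEP, IgG, Thesit | reagent = TMR-labelled reporter peptide T*-PRC34 bound in PDZ groove | incubation = 1 h room-temperature incubation prior to read | measured by = fluorescence polarization (mP) | evaluation = percent inhibition from loss of millipolarization | control set = unlabelled peptide and DMSO controls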
# Tat export inh = blocks Tat-dependent protein export in E. coli; E. coli MC4100 TorA-mCherry Tat export, fluorescence; inhibition, % at 10 µM; 340,000 tested, 0.036% active; AID 488895;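 active = mean replicate inhibition at least 50% and at least half of replicates individually reaching 50%; inconclusive = only one of the two criteria met; inactive = neither criterion met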;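 also: exported cargo escapes ClpAP degradation while cytoplasmic cargo is degraded and loses fluorescence; 0% = median of neutral control wells and 100% = median of NaSCN control wells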
# RTF Ca sens act = cardiac RTF calcium sensitization. activation, % at 7.2 µM. 340,000 tested, 0.24% active. P19429+P45379. IANBD-labeled TnC RTF fluorescence at EC20 calcium; 0% EC20 calcium, 100% full calcium;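 active = activation above the mean over all tested compounds plus 3 SD, cut at about 30% in these data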;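 also: rise in fluorescence read as greater calcium sensitivity of cardiac thin filaments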
# CDK5 inh = inhibitors of human CDK5/p35 kinase. inhibition, % at 10 µM. Recombinant CDK5/p35, ADP-Glo luminescence, 60 min. Q00535+Q15078. 330,000 tested, 0.01% active. AID 488839;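 active = highest replicate inhibition of at least 50% and at least 75% of replicates reaching 50%; inconclusive = only one of the two criteria met; inactive = both criteria failed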;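 also: plate controls were DMSO neutral control for no effect and GW8510 at 10 µM for full effect; many of its hits are not listed in these tables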
# Target sequence (Q00535 whole entry, looked up): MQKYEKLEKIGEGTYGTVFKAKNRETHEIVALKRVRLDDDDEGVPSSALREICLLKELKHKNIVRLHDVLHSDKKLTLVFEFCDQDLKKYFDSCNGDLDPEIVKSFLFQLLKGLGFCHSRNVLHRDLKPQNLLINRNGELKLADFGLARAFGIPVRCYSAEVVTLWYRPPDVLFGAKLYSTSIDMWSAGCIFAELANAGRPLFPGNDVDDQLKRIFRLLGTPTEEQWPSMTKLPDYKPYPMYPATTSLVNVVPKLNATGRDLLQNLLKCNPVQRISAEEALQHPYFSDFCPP
# Target sequence (Q15078 whole entry, looked up): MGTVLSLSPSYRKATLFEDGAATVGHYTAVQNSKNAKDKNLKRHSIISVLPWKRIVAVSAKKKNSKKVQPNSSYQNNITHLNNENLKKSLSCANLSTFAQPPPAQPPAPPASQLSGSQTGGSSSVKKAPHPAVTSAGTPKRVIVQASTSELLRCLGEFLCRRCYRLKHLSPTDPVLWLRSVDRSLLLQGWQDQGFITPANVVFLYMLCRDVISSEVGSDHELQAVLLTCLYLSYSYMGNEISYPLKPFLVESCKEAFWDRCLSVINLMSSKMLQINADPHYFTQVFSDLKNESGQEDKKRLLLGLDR
# Active calls of the source: *; ? = inconclusive; nt = no result given. Compounds as they come; 4.1% or so of the library scored in one or more.
SMILES,Wnt act,V-ATPase pHluor,CAL PDZ FP-1,Rtt109 HAT inh,MITF TRPM1 HTS,dFosB activator,CAL PDZ FP-2,Tat export inh,RTF Ca sens act,CDK5 inh
COC(=O)c1ccc(OCC2c3cc(OC)c(OC)cc3CCN2C(C)=O)cc1 (stereo unspecified),-4,-1,-36,9,2,-9,-2.6,0,1,-1.8
CCN(CC)CCCNC(=O)CCn1nc(-c2ccc(Cl)cc2)ccc1=O,1,-1,nt,-11,-6,-4,-0.8,-2,16,1.2
Cc1ccccc1C(=O)NCC(=O)OC(C)C(=O)Nc1cccc(S(=O)(=O)N2CCOCC2)c1 (stereo unspecified),-4,8,-4,9,4,-4,-0.9,9,7,-3.7
O=c1ccc2cc(S(=O)(=O)N3CCN(c4ccc(Cl)cc4)CC3)ccc2o1,-2,-5,-5,7,nt,7,-0.4,-2,-12,0.7
O=C(N/C(=C\c1ccc([N+](=O)[O-])cc1)C(=O)N1CCCCC1)c1ccccc1,-3,-1,6,-12,9,-4,-0.4,-5,3,-0.4
C=C(C)Cn1c(-c2ccncc2)n[nH]c1=S,-3,-3,-1,-10,-1,-3,-1.4,2,8,1.2
O=C(N/N=C/c1ccc(OCC(=O)N2CCCCC2)cc1)c1ccccc1,nt,1,-3,5,7,-13,-0.7,8,3,0.1
CC(=O)Nc1cccc(N=NN2CCCCC2)c1,1,-2,-2,4,4,-2,-1.5,1,-5,2.2
Cc1ccc(C(=O)/C=C/C(=O)O)cc1,0,2,-2,nt,9,-7,-2.5,-11,-1,-0.1
Cc1ccccc1NC(=S)NCc1ccc(Cl)cc1,-2,1,1,2,-6,-4,-0.5,-2,2,-1.1
NC(=O)c1ccccc1NCC(=O)c1ccc(F)cc1,0,0,0,-1,2,-4,1.5,5,-2,0.8
Cc1cc(C)c(N=C2C(=O)Nc3ccccc32)c(C)c1,-1,2,-1,-4,-3,-4,-1.5,-16,-12,-1.2
CCN1CCN(C(=O)c2oc(=O)c3ccccc3c2-c2ccc(C)cc2)CC1,-1,-1,6,-13,3,-4,-0.3,12,-5,-2.6
Cc1c(Cl)cccc1NC(=O)CNC(=O)c1ccc2c(c1)OCCO2,12,0,0,-9,16,-4,-1.1,-11,-1,-0.4
CCOc1ccc(-c2c[n+](=O)c3c(n2[O-])CCCC3)c(OCC)c1,nt,1,nt,-5,4,-2,-1.8,-14,-1,3.9
CCOc1ccc(CCNC(=O)C2(c3ccccc3)CC2)cc1OCC,-2,3,-3,-15,11,-3,-0.4,10,-1,-1.0
COc1ccc(CC(=O)N2CCCC(C)C2)cc1 (stereo unspecified),1,-2,-2,-6,18,-2,-0.1,37,1,nt
O=C(NCc1ccccc1)C1CCN(S(=O)(=O)c2cccc3cccnc23)CC1,-1,3,nt,16,-4,-9,0.3,-1,-4,-1.0
COC(=O)c1ccc(CSc2ncnc3sc(C)c(C)c23)o1,nt,-3,1,-6,-1,10,0.0,8,1,-0.3
CCOC(=O)c1c(-c2ccc(OC)cc2)csc1/N=C/C1=C(O)CCCC1=O,nt,3,1,12,4,-11,-0.7,-17,3,1.5
CC1CCN(CCc2nc3cc(NC(=O)COc4ccccc4)ccc3n2C)CC1,-1,-1,4,23,7,7,-0.3,8,-1,0.4
O=C(O)c1cccc2c1Oc1ccccc1S2(=O)=O,-2,3,1,-11,5,-8,-2.6,-5,2,-1.2
O=C(NCCN1CCOCC1)/C(=C/c1ccco1)NC(=O)c1ccccc1,-1,-3,-1,1,12,2,-2.9,10,-6,-0.5
O=C(N/C(=C\c1ccco1)C(=O)N1CCOCC1)c1ccccc1Cl,-2,3,-2,-27,2,0,-1.0,8,2,0.4
Cc1ccc(N2CC(C(=O)OCc3ccccc3F)CC2=O)cc1 (stereo unspecified),nt,-5,-1,8,-3,-2,-1.0,22,3,0.1
CC(C(=O)Nc1ccc(N(C)C)cc1)N1C(=O)c2ccccc2S1(=O)=O (stereo unspecified),5,-4,1,-3,-5,-4,-2.2,-2,1,-0.6
CC(C)C12CN3CC(C(C)C)(CN(C1)C3c1ccccc1)C2O (stereo unspecified),0,4,-4,-2,-2,-5,0.1,0,-1,-0.9
CC1CCCCN1C(=O)c1ccc(S(=O)(=O)N2CCCCC2C)cc1 (stereo unspecified),nt,1,-19,1,-4,4,-3.6,-6,5,-0.7
CCOC(=O)CC(NC(=O)c1cc2cc(Br)ccc2oc1=O)c1cccc([N+](=O)[O-])c1 (stereo unspecified),nt,-3,-2,3,10,-12,-1.1,-12,1,2.0
Cc1ccc(/C=C/C(=O)Nc2nccs2)o1,-3,-5,-3,43,30,-4,-3.3,0,-4,-0.8
O=C1C(Cl)=C(Nc2ccccc2O)C(=O)N1CCc1ccccc1,-1,-3,-4,15,-2,-5,-0.5,-2,-3,1.1
O=C(OC1CCOC1=O)C1CCN(S(=O)(=O)c2c(Cl)cccc2Cl)CC1 (stereo unspecified),2,1,-2,-1,-1,-1,-0.7,4,6,0.2
O=C(CCc1nnc(CCCCc2ccccc2)o1)N1CCCCC1CCO (stereo unspecified),-2,-1,0,8,9,-3,-0.1,0,2,-0.4
Cc1ccc(N2C(=O)C3C=NNC3C2=O)cc1 (stereo unspecified),-1,-2,-3,-4,-8,-3,-0.3,-7,1,0.8
CCCCNC(=O)CSc1nc2cc3c(cc2c(=O)n1CCC(=O)NCCc1ccc(OC)c(OC)c1)OCO3,0,2,0,1,3,?,-1.1,2,-1,-0.6
COc1ccc(N(CC(=O)NC2CCCCC2)C(=O)c2ccc(C)s2)cc1OC,-3,-4,-4,7,6,-9,-2.0,0,-5,0.6
CC(C)NC(=O)Nc1ccc2c(c1)CC(=O)N([C@@H](C)CO)C[C@H](C)[C@@H](CN(C)C(=O)NC1CCCCC1)O2,-3,-2,-5,-1,-2,-4,0.1,-3,3,-1.9
CC(C)(Oc1ccc(Cl)cc1)C(=O)NCc1ccncc1,-2,4,nt,1,5,13,0.1,1,2,0.7
COc1ccccc1CCC(=O)Nc1cccc(S(=O)(=O)N2CCCCCC2)c1,-5,-5,3,-1,-8,4,-3.2,7,-8,-0.2
CCC(=O)Nc1cc(-c2nc3ncccc3o2)ccc1Cl,1,-1,1,5,nt,-6,2.4,-2,-1,-8.1
CCOc1ccc(NC(=O)COc2ccc(N3CC(C(N)=O)CC3=O)cc2)cc1 (stereo unspecified),3,-1,nt,5,6,-10,-0.8,-8,-9,-1.3
O=C(N/N=C/c1cccc([N+](=O)[O-])c1)c1cc2c(ccc3ccccc32)o1,nt,2,0,-10,-14,-4,0.0,9,-3,-1.2
CCOC(=O)c1c(CN(CC)CC)oc2ccc(OC)cc12,-2,-1,-1,6,-1,-6,-1.8,-5,0,-2.3
COCc1c(C(=O)N/N=C/c2ccc(C)o2)nnn1-c1nonc1N,-1,-4,-1,-1,-8,-5,-2.7,5,-3,0.9
COc1ccc(-n2nc3c(c2NC(=O)c2ccc(Br)cc2)CS(=O)C3)cc1 (stereo unspecified),1,2,nt,-20,nt,-6,-1.0,-2,-1,-0.9
N#Cc1ccc(CSc2nnc(NC(=O)CCc3nc4ccccc4c(=O)[nH]3)s2)cc1,-3,-1,-3,-6,0,?,-4.2,3,-1,-1.0
CCSCCNC(=O)c1cncc(Br)c1,3,1,2,0,13,-4,0.6,-2,2,1.0
CCN(CC)CCCNC(=O)c1cc(-c2cccc(Cl)c2)on1,nt,2,-13,-3,14,0,-1.5,-11,0,-2.2
CCOC(=O)[C@@H]1[C@H]2COc3ccccc3[C@H]2N2C(=O)N(c3ccc(C)cc3)C(=O)[C@]12C,-1,-3,-3,22,7,6,-0.5,5,2,-0.1
Cc1ccc(C2CC(c3ccccc3)=NN2C(=S)Nc2ccccc2)o1 (stereo unspecified),nt,4,-3,5,-29,-5,-0.7,-4,1,-3.4
O=C(NCc1ccco1)c1ccc(Br)s1,nt,-3,-6,-11,-4,1,-0.5,-10,-5,-1.9
O=C(COC(=O)Cn1cnc2ccccc2c1=O)Nc1ccc(Cl)cc1,1,2,0,1,4,-6,-0.8,-10,-7,-2.0
Fc1cccc(CN2CCN(Cc3nc(-c4cnccn4)no3)CC2)c1,0,2,-2,-2,6,-11,-0.5,3,1,0.7
CC1CC(C)CN(C(=O)C2CC(=O)N(c3ccc4c(c3)OCCO4)C2)C1 (stereo unspecified),5,5,-4,-5,4,0,0.5,2,3,0.5
Cc1nn(C)cc1/C=C(/C#N)C(N)=O,-8,-1,-1,5,0,3,-3.0,-3,-3,nt
CCn1cnc2sc(C(=O)N(Cc3ccc(N(C)C)cc3)Cc3ccco3)c(C)c2c1=O,nt,0,11,11,9,-11,-1.1,-12,0,-0.1
Cc1ccc(CNC(=O)c2ccc(C)s2)cc1,8,4,1,-7,18,-1,-1.3,5,-15,2.0
CC12CCC(C(=O)Nc3ccccc3Br)(C/C1=N\O)C2(C)C (stereo unspecified),-3,-5,-4,-30,nt,-7,-0.2,-2,-2,-0.8
COCCCN(C(=S)Nc1ccc(C)cc1Cl)C(C)c1ccncc1 (stereo unspecified),nt,-4,-2,5,-3,-11,-2.5,-4,9,1.0
O=C(NCCCCCNC(=O)c1ccccn1)c1ccccn1,-1,3,1,-2,2,1,-1.8,15,3,-3.6
# More structures follow:
SMILES,Wnt act,V-ATPase pHluor,CAL PDZ FP-1,Rtt109 HAT inh,MITF TRPM1 HTS,dFosB activator,CAL PDZ FP-2,Tat export inh,RTF Ca sens act,CDK5 inh
COc1ccc2c(c1)CC[C@@H]1[C@@H]2CC[C@]2(C)[C@@H](C(C)=O)C[C@@H]12,0,-1,0,-3,19,-5,-0.3,15,1,-1.5
CC(Oc1ccc(F)cc1)C(=O)N1CCN(c2ncccn2)CC1 (stereo unspecified),-4,-4,-4,-3,-7,3,-1.6,-4,1,-0.9
CSCCC(NC(=O)COc1ccccc1)C(=O)N1CC(C)CC(C)C1 (stereo unspecified),-4,0,-3,-2,1,-4,0.5,7,0,-1.0
Cc1ccc(CN(C)C(=O)CCNS(=O)(=O)c2ccccc2)o1,1,-2,-5,1,-12,-7,-0.6,-3,1,0.3
CCOC(=O)COc1ccc(C(=O)Nc2cccc(Cl)c2C)cc1,1,2,-5,10,2,-10,-2.9,0,0,0.8
CCc1cc(C(=O)c2ccc(OC)cc2)c(NC(=O)CN2CCCCC2)s1,-8,1,nt,-6,nt,-10,-1.2,6,2,-4.6
CN(C(=O)c1cccc(S(=O)(=O)N2CCOCC2)c1)c1c(N)n(Cc2ccccc2)c(=O)[nH]c1=O,-1,9,0,8,-2,-1,-0.1,-4,-3,-0.3
COc1cc(/C=N\Nc2cc(=O)n(C)c(=O)n2C)ccc1O,-2,-1,-3,-4,2,-7,-0.3,2,5,2.0
